# Source: PubChem
# mcGAS MS inh = blocks mouse cGAS cGAMP production. Q8C6L5. recombinant mouse cGAS, cGAMP by RapidFire MS. inhibition, % at 12.5 µM. 130,000 compounds, 0.18% hits;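 active = inhibition of cGAS enzyme activity at or above 60%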;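 note: enzyme stimulated by 45 bp dsDNA with ATP and GTP substrates; cGAMP share of summed cGAMP plus half ATP and half GTP signals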
# Target sequence (Q8C6L5 whole entry, looked up): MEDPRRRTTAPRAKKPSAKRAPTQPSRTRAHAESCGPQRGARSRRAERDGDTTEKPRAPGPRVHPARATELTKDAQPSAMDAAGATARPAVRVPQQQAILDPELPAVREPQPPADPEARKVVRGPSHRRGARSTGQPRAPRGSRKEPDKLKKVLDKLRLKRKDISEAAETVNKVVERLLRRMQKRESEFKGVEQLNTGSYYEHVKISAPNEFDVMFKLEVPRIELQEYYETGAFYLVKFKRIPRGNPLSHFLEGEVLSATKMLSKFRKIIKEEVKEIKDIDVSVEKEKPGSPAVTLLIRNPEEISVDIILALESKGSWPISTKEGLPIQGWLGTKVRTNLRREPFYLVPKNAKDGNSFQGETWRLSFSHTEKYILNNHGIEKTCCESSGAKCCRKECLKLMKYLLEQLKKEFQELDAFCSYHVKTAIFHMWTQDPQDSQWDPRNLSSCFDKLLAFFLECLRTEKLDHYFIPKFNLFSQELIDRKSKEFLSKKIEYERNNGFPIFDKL
# An asterisk follows results filed as active; & = joins results of further samples.
molecule | mcGAS MS inh
CCN(Cc1cnc(N(C)C)s1)CC1CCCN(CCc2cccc(F)c2)C1 (stereo unspecified) | -6
O=C(c1cnn2ccccc12)N1CC[C@@H](c2ccc3c(c2)OCO3)[C@H](O)C1 | -22
CC1Sc2ccc(C(=O)NCCc3ccccc3)cc2NC1=O (stereo unspecified) | -1
O=C(c1ccc2c(c1)OCO2)N1CCCC(N2CCN(c3ccccc3F)CC2)C1 (stereo unspecified) | -5
Cc1ccc(COC(=O)C(C)NC(=O)c2ccccc2)cc1 (stereo unspecified) | 2
Cc1nc2ncc3c(=O)n(C)ccc3n2n1 | -6
CNS(=O)(=O)c1ccc(C(=O)N(C)C2CCCC(C)C2)o1 (stereo unspecified) | 5
COc1ccc(C2CCCN2C(C(N)=O)c2ccccc2)cc1 (stereo unspecified) | -11
O=C(CCN1C(=O)C2CC=CCC2C1=O)NCC(c1ccco1)N1CCCCC1 (stereo unspecified) | -13
COc1ccc(S(=O)(=O)NC(=O)C2(C)CCN2C(=O)CC(c2ccccc2)c2ccccc2)cc1 (stereo unspecified) | -17
Cc1cccnc1C1=NOC(Cc2ccccc2)C(=O)N1Cc1cccc(F)c1 (stereo unspecified) | 0
Cc1ccsc1C(=O)NCc1ccccc1CN1CCN(C)CC1 | -9
O=C1C(N2CCCCC2)CCN1c1ccccc1 (stereo unspecified) | -1
O=S(=O)(c1cccc2nsnc12)N1CCN(c2cccc(Cl)c2)CC1 | -4
Cc1ccc(-c2ccc(=O)n(C)n2)cc1C | -14
CN1CCN(c2ccccc2NC(=O)CSCc2ccc(Cl)s2)CC1 | -8
Cc1cccc(Nc2ccccc2C(=O)O)c1C | 5&9
Cc1nc(N)ccc1I | -1
c1ccc(CCN2CCCC(Cn3cnnc3)C2)cc1 (stereo unspecified) | 5
CCc1ccccc1NC(=O)NC1CC(=O)N(CC(C)(C)C)C1 (stereo unspecified) | -4
COc1ccc2nc(CNC3CCC(=O)N(Cc4ccccc4)CC3)[nH]c2c1 (stereo unspecified) | 3
CSCC(C)C(=O)NCC1(C(=O)N(C)C)CCCC1 (stereo unspecified) | -15
CC(=O)Nc1ccc(SCC(=O)NC2CCCC2)nn1 | 7
CCOC(=O)c1nc2cc(C)c(C)cc2nc1N1CCN(C(=O)CCCC(=O)OC)CC1 | -3
CN(Cc1ccccc1)c1ncccc1CNC1CCSCC1 | -9
COc1cccc(-n2c(=O)[nH]c3c(C(N)=O)nc(-c4ccc(O)cc4)nc32)c1 | -1
CC=Cc1ccc(OCCN2C(=O)NC(c3ccccc3)(c3ccccc3)C2=O)c(OC)c1 | -3
O=C(Nc1sc2c(c1-c1nc3ccccc3[nH]1)CCCC2)C1CCCO1 (stereo unspecified) | -2
Cn1c(=O)c2c(nc(SCCCc3ccccc3)n2Cc2ccccc2)n(C)c1=O | -1
O=C(Nc1ccccc1N1CCCC1=O)c1ccc(F)cc1F | -7
CC(=O)c1ccc(NC(=O)C(C)N2CCCC(N(C)Cc3ccccc3)CC2)cc1 (stereo unspecified) | -2
Cc1noc(C)c1S(=O)(=O)NCCn1nc(-c2ccccc2)n(C)c1=O | -7
CC(C(=O)N1CCCC1)N1CCN(CC(=O)Nc2ccccc2C(F)(F)F)CC1 (stereo unspecified) | 12
COc1cccc(-n2cc(CN(C)Cc3ccc(O)c(Cl)c3)cn2)c1 | -25
CCN(CC(=O)c1ccco1)C1CCCCC1 | -1
Cc1ccccc1NC(=O)NCCOc1cc(N2CCCC2)ncn1 | 4
Cc1ccsc1C(=O)N1CCC1(C)C(=O)Nc1c(C)cccc1OC(F)F (stereo unspecified) | -12
O=C1Nc2ccc([N+](=O)[O-])cc2C1(O)N1CCCCC1 (stereo unspecified) | -12
CC(=O)NC1C(Oc2ccc([N+](=O)[O-])cc2)OC(CO)C(O)C1O (stereo unspecified) | 0
Cc1c(C(=O)NCc2cccc([N+](=O)[O-])c2)sc(=O)n1Cc1ccc(C(C)C)cc1 | -9
COC(=O)CN(Cc1ccccc1)Cc1ccccc1C#N | 2
CCOc1ncccc1CN1CCCC(C(=O)NCCc2cccc(OC)c2)C1 (stereo unspecified) | -9
O=C1C2C3CCC(C3)C2N1CN1CCC(CN2CCOCC2)CC1 (stereo unspecified) | -8
Cc1ccn2c(=O)cc(COC(=O)C34CCC(=O)N3c3ccccc3S4)nc2c1 (stereo unspecified) | -3
CCN1/C(=C\C(=C2\C(=O)N(C)C(=S)N2C)c2ccccc2)Sc2ccccc21 | -4
CC(C)C[C@@H](N)C(=O)N(Cc1nccn1C)C1CC1 | -15
Cc1cnc(NC(=O)C2(C)CCCN(C)C2)s1 (stereo unspecified) | -4
Cc1c(C(=O)NC2CC2)sc(=O)n1Cc1ccccc1F | -8
Cc1cc(C(=O)CSC2CCCC2)c(C)n1-c1ccc2c(c1)OCO2 | 3
N#CC(C#N)=Cc1cn(-c2ccccc2)nc1-c1cc2ccccc2o1 | -2

# Ordered by formula weight (descending): some entries from above.
molecule | mcGAS MS inh
CN1CCN(c2ccccc2NC(=O)CSCc2ccc(Cl)s2)CC1 | -8
CCc1ccccc1NC(=O)NC1CC(=O)N(CC(C)(C)C)C1 (stereo unspecified) | -4
Cc1ccc(COC(=O)C(C)NC(=O)c2ccccc2)cc1 (stereo unspecified) | 2
O=C1Nc2ccc([N+](=O)[O-])cc2C1(O)N1CCCCC1 (stereo unspecified) | -12

# Some of the entries so far, as labelled records.
O=C1C(N2CCCCC2)CCN1c1ccccc1 (stereo unspecified)
  mcGAS MS inh: -1
Cc1ccc(COC(=O)C(C)NC(=O)c2ccccc2)cc1 (stereo unspecified)
  mcGAS MS inh: 2
Cc1nc2ncc3c(=O)n(C)ccc3n2n1
  mcGAS MS inh: -6
Cc1cnc(NC(=O)C2(C)CCCN(C)C2)s1 (stereo unspecified)
  mcGAS MS inh: -4

# Next section:
molecule | mcGAS MS inh
CCS(=O)(=O)c1ccccc1C(=O)OCC(=O)NC1CCOc2ccccc21 (stereo unspecified) | -3
c1ccc(-c2cn3ccccc3n2)cc1 | 0
COCC1(C)NC(=O)N(Cc2nc(Cc3ccccc3C)no2)C1=O (stereo unspecified) | -13
Cc1cccc(NC(=O)N2CCOC(C)(c3cnn(C)c3)C2)c1Cl (stereo unspecified) | -13&-3
COc1ccccc1OCC1CN(C(=O)C(C)NC(=O)OCc2ccccc2)CCO1 (stereo unspecified) | -4
CCC1OC(=O)CC(O)C(C)C(OC2OC(C)CC(N(C)C)C2O)C(CC=O)CC(C)C(=O)/C=C/C2(C)OC2C1C (stereo unspecified) | 9
CC#CCN1CCC2(CC1)CN(CC(=O)OC)C(=O)O2 | -1
N#CCC(=O)NC1CCCCC1 | -2
COc1cc(C=C2Oc3cc(O)ccc3C2=O)cc(OC)c1OC | -12
COc1ccccc1NC(=O)CC1SC(=NCCc2cccs2)NC1=O (stereo unspecified) | 4
COC(=O)c1oc2c(c1C)C(=O)CC(c1ccc(F)cc1)C2 (stereo unspecified) | 0
CCOc1ccccc1CN1CCC(CCC(=O)NCc2ccc(F)cc2)CC1 | 2
COc1ccccc1CCC(=O)Nc1ccc2c(c1)CN(C(C)C(C)C)C2 (stereo unspecified) | -19
Cc1cc(C(C)(C)C)ccc1OCC(O)Cn1cnc2ccsc2c1=O (stereo unspecified) | -4
CC(NS(C)(=O)=O)C(=O)NC(C)c1cccc(Cl)c1Cl (stereo unspecified) | 0
CS(=O)(=O)c1ccc2nnn(OCc3cccc(F)c3)c2c1 | -8
CC(=O)Nc1ccc(N2C(=O)CSC2c2cccc(C(F)(F)F)c2)cc1 (stereo unspecified) | -8
CCc1nnc(SCc2cc(=O)n3ccccc3n2)c2cc3occc3n12 | -5
CCc1[nH]n2c(=O)c(CC(=O)OC)c(C)nc2c1-c1ccc(OC)cc1 | 4
O=c1[nH]c(Nc2ccccc2)cc2ccccc12 | 3
CCc1ccc(-n2c(Cc3nc(C)cs3)n[nH]c2=O)cc1 | -13
COCC(=O)n1nc(-c2ccccc2)nc1NCc1ccccc1 | 2
CCC(CO)NP1(=O)C=C(c2ccccc2)SC(c2ccccc2)=C1 (stereo unspecified) | -6
N#Cc1cncc(N2CCc3ccccc3C2)n1 | -6
COc1ccccc1CN1C(=O)C(Cc2ccccc2)ON=C1c1ncccc1C (stereo unspecified) | -11
CC(C)N(C)Cc1nnnn1CC(=O)N1CCN(c2cccc(C(F)(F)F)c2)CC1 | -8
Cn1nnc2cc(C3CC(=O)Nc4n[nH]c(-c5ccccc5)c43)ccc21 (stereo unspecified) | -29
COc1ccc(CNC(=O)c2sc(=O)n(Cc3ccc(F)cc3)c2C)cc1OC | -2
CC(C)Cc1cc(C(=O)N2CCCN(C(=O)C3CCCO3)CC2)n(C)n1 (stereo unspecified) | -44
COCCn1cnnc1C(C)NC1CCC2(CCNCC2)CC1 (stereo unspecified) | 9
O=C(COc1nnc2c(n1)Nc1ccccc1S2)N1CCCc2ccccc21 | 9
CN1CCN(Cc2nc(COc3ccccc3)no2)CC1c1ccccc1 (stereo unspecified) | -5
CC(=O)N1CCN(C(=O)C(C)Nc2ccc3ccccc3c2)CC1 (stereo unspecified) | -4
Cc1ccccc1Cc1nc(CSc2nnc(N)n2C)no1 | -5
O=S(=O)(NCc1ccccc1)NCc1noc(Cc2ccccc2)n1 | -1
COc1ccc(CC(=O)NC2CCCc3nc(-c4cccnc4)ncc32)cc1 (stereo unspecified) | -7
Cn1c(=O)[nH]c(=O)c2c1nc(SCCN1CCCCC1)n2Cc1ccccc1 | -10
C=CCNC(=O)NC(=O)CSc1ncnc2sc3c(c12)CCC3 | -2
Cc1ccc(S(=O)(=O)NC(C)C(=O)OCc2nnsc2Cl)cc1 (stereo unspecified) | 0
O=C(NCc1ccc(C(F)(F)F)cc1)c1ccc(Cl)cc1N1CCCC1=O | -4
Cc1cc(C)n(CCNC(=O)Cc2c(C)[nH]c3ccccc23)c(=O)n1 | -10
CCN(CC)CCCNc1c2c(c(C#N)c3nc4ccccc4n13)CCC2 | 3
O=C1CCCN1C(=O)CSc1nc2c(Cl)cc(Cl)cc2[nH]1 | 6
CCOC(=O)c1cnc2c(F)cccc2c1N | 6
COc1ccc2c(=O)c(OC)c(-c3ccccc3)oc2c1 | -8
O=C(NCc1cc2ccccc2s1)C1CCC(=O)N(CCc2cccc(F)c2)C1 (stereo unspecified) | -7
c1csc(-c2nnn(CN3CCN(Cc4nc5ccccc5s4)CC3)n2)c1 | -3
O=C1CC2Sc3ccccc3N=C2N1CCO (stereo unspecified) | -31
O=S(=O)(NCc1ccccc1)N1CCCC1C(F)(F)F (stereo unspecified) | -25
O=C(Cn1c(CO)cnc1SCc1ccc(Cl)cc1Cl)NC1CC1 | -5

# Going on with the list:
molecule | mcGAS MS inh
Cc1cc(C)cc(N2C(=O)CSC2c2ccccn2)c1 (stereo unspecified) | -11
CCCC(=O)N1N=C(c2cccs2)CC1c1cccc(OC)c1O (stereo unspecified) | -6
Cc1nc(C)c(-c2nccn2-c2ccc3cn[nH]c3c2)s1 | -16
Cn1nnc2c(N3CCN(C(=O)COc4cccc(C(F)(F)F)c4)CC3)ncnc21 | 1
Cc1ccc(N2CCn3c2nc2c3c(=O)n(CCN3CCCCC3)c(=O)n2C)cc1Cl | -3
O=C1CC2CS(=O)(=O)CC2N1CCN1CCOCC1 (stereo unspecified) | -2
CCOC(=O)c1c(C)[nH]c(NC(=O)NC2CCCCC2)c1C | -15
COc1cccc2cc(C(=O)N3CCC(Cn4ccnc4C(C)C)CC3)oc12 | -2
CCc1ncc(CN2CCC(C(=O)Nc3cccc(-c4cscn4)c3)CC2)cn1 | -5
CC(C)n1cc(CN2CCCC2C(=O)Nc2cccc(-n3cccn3)c2)cn1 (stereo unspecified) | -9
O=[N+]([O-])c1ccc(N=Cc2sc3ccccc3c2O)cc1 | -14
O=C(NC12CC3CC(C1)CC(n1cncn1)(C3)C2)c1cc2n(n1)CCNC2 | 7
Cc1ccc(OCCCn2c(N)nc(C#N)c2C#N)cc1C | -2
Cc1cc(I)ccc1N=Cc1nc(-c2ccccc2)oc1O | -16
COC(=O)C1C(=O)OC(C)(C)C2CCC(C)CC12 (stereo unspecified) | -9
COc1cc(OC)cc(OCC(N)=O)c1 | 3
COc1ccc(C(=O)Nc2ccc(N(C)C)nc2)cn1 | 7
CC1=C(C(=O)NCc2nc(-c3ccccc3)cs2)C(C)NC(=O)N1 (stereo unspecified) | -13
O=C(Nc1cccc(S(=O)(=O)C2CCCC2)c1)c1cc(=O)c2ccccc2o1 | -9
Brc1ccc(C2=Nc3ncnn3C(c3ccco3)C2)cc1 (stereo unspecified) | -1
Nc1c(C(=O)N2CCCC3CCCCC32)cnn1-c1cc(F)ccc1F (stereo unspecified) | -1
Cc1cc(N2CCC(N3CCNC3=O)CC2)nc2c(C(C)C)cccc12 | -42&-11
Cc1ccc(C2CSCCN2C(=O)c2cc(C(N)=O)cs2)o1 (stereo unspecified) | 1
Cc1ccc2[nH]c(CN3CCN(c4ncc(C)c(N)n4)CC3)c(C)c2c1 | -27
Cc1[nH]cnc1C(=O)N1CCC2(CC1)C(=O)Nc1ccccc12 | 5
Cc1cc(=O)n2c(=O)c(/C=C/c3ccc(Cl)cc3)n[nH]c2n1 | -12
CC(C)(C)CN1CCCC2(CCN(C3CSCCSC3)C2)C1 (stereo unspecified) | 4
CC1=NOC(C(=O)N2CCC(c3cc(Cc4ccccc4)[nH]n3)CC2)C1 (stereo unspecified) | -11
Cc1nnc(SCc2ccc([N+](=O)[O-])cc2)n(N)c1=O | -3
COCCN(Cc1ccsc1)C(=O)COc1ccccc1 | -38
O=C(CSc1nc2[nH]ncc2c(=O)n1-c1cccc(C(F)(F)F)c1)NCc1ccccc1 | -4

# An excerpt, so the mix of outcomes need not match the whole.
